# Screens: PubChem BioAssay, several laboratories
# STK33 kinase inh – human STK33 kinase inhibition. purified STK33, MBP phosphorylation, ADP-Glo luminescence. inhibition, % at 10 µM. actives 0.073% (n = 320,000);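 active = inhibition at or above 25%, using the most active replicate where run in duplicate; inactive = inhibition below 25%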
# Kir21 inh – Kir2.1 (mouse) channel inhibition; B-score at 10 µM; AID 1672; actives 0.85% (n = 310,000); HEK293-Kir2.1, FluxOR thallium flux fluorescence; active compounds read low;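 active = fluorescence ratio B-score at or below minus 3 SD of library scores, with starting-brightness B-score within 2 SD, cut at about -4.2 in these data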;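 note: channel flux triggered by added potassium and thallium sulfate stimulus; B-score of peak minus minimum fluorescence over baseline after thallium stimulus; more negative B-score means stronger Kir2.1 block with less thallium influx; some compounds called inactive have numbers as strong as hits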
# KCNQ2 block – KCNQ2 potassium channel inhibitors, primary screen, cell-based, CHO-K1, FluxOR thallium flux, B-score (AID 2156) | 20 min; active compounds read low | B-score at 10 µM | actives 1.1% (n = 310,000);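 active = fluorescence ratio B-score at most minus 3 library SDs, with starting brightness B-score within 2 library SDs, cut at about -5.5 in these data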
# Target sequence (O88943 whole entry, looked up): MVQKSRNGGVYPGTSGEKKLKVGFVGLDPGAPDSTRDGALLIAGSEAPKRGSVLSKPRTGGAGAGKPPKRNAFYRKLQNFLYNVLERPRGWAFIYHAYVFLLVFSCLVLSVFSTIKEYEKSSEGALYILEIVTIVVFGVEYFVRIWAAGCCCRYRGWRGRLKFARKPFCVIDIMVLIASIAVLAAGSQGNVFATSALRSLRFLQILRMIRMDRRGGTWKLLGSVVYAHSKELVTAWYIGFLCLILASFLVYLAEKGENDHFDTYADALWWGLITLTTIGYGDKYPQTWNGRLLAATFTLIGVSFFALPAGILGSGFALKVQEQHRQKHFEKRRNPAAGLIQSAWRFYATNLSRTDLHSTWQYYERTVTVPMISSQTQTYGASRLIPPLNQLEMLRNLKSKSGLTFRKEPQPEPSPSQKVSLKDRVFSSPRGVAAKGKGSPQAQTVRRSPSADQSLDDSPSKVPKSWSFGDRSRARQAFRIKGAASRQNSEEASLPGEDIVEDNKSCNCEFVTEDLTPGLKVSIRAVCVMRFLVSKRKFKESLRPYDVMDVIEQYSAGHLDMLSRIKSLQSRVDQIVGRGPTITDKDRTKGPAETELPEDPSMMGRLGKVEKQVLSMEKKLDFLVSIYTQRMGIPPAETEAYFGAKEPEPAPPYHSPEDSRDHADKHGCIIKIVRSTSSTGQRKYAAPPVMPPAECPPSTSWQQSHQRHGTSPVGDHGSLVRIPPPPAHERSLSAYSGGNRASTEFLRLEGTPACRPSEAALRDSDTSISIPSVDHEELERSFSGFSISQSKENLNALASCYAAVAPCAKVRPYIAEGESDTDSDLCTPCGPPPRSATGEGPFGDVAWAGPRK
# * = called active by the depositor; i = inactive; . = not tested or not shown.
# The first 4 compounds as a preview:
SMILES,STK33 kinase inh,Kir21 inh,KCNQ2 block
COC(=O)CCNC(=O)c1ccc2nc(Cc3ccc(OC)cc3)oc2c1,-0.3,1.8,i
CC(C)c1ccc(NC(=O)Cc2c(C(=O)O)n(C)c3ccccc23)cc1,-0.9,2,i
C[C@@H](C(=O)NCc1ccccn1)[C@@H]1C[C@@]1(C)[C@@H](NC(=O)OCc1ccccc1)c1ccccc1,-1.1,0.84,i
O=C(N/N=C/c1ccc[nH]1)c1cccnc1,-3.3,-0.1,i

# The listing, from the first entry:
SMILES,STK33 kinase inh,Kir21 inh,KCNQ2 block
COC(=O)CCNC(=O)c1ccc2nc(Cc3ccc(OC)cc3)oc2c1,-0.3,1.8,i
CC(C)c1ccc(NC(=O)Cc2c(C(=O)O)n(C)c3ccccc23)cc1,-0.9,2,i
C[C@@H](C(=O)NCc1ccccn1)[C@@H]1C[C@@]1(C)[C@@H](NC(=O)OCc1ccccc1)c1ccccc1,-1.1,0.84,i
O=C(N/N=C/c1ccc[nH]1)c1cccnc1,-3.3,-0.1,i
COc1ccc(-c2cc(C(=O)Nc3ccc(C)c(C)c3)no2)cc1,-0.1,0.77,i
O=C(Nc1cccnc1)c1coc(=O)c2ccccc12,-0.3,0.81,i
O=C(O)c1cccc(NC(=S)NC(=O)c2ccc(-c3ccc(Cl)cc3)o2)c1,0.5,-1,i
Cc1noc(C)c1S(=O)(=O)N1CCCC(C(=O)NCc2ccccc2Cl)C1 (configuration not stated),0.1,0.12,i
COc1ccc(C(CNC(=O)COc2cc(C)ccc2Cl)N2CCCCC2)cc1 (configuration not stated),-4.8,0.61,i
O=C(Nc1cc(S(=O)(=O)Nc2ccccc2Cl)ccc1O)c1cc2c(s1)CCCC2,-0.7,1.3,i
CCOC(=O)c1cnc2c(C)c(C)ccc2c1Nc1ccc(S(=O)(=O)Nc2ncccn2)cc1,-1.3,-0.02,i
COc1ccccc1C(=O)N(Cc1ccc(Cl)cc1)C1CCS(=O)(=O)C1 (configuration not stated),-1.4,-0.36,i
O=C(CN(c1cccc(Cl)c1)S(=O)(=O)c1ccc(Cl)cc1)N1CCc2ccccc2C1,-0.3,-0.49,-6.5*
CC(=O)c1cccc(NS(=O)(=O)N2CCOCC2)c1,-2.8,0.93,i
COc1cc(NC(=O)CCNC(=O)Cn2ccc3ccccc3c2=O)cc(OC)c1OC,-0.4,-0.62,i
CC(=O)O[C@H]1c2ccccc2-c2ccccc2[C@@H]1OC(C)=O,0.3,-0.56,i
Cc1ccc(C(=O)NNC(=O)c2ccncc2)cc1S(=O)(=O)N1CCOCC1,-1.7,-0.44,i
COCCNC(=O)Cn1nc(-c2ccc(C)cc2)c2ccccc2c1=O,-3.1,0.62,i
CCCOc1ccc([N+](=O)[O-])c(N)c1,-1.3,0.62,i
CCOc1ccc(Nc2nc(N)nc(CSC(=S)N3CCOCC3)n2)cc1,0.5,1.2,i
O=C(COc1ncnc2ccccc12)N1CCN(C(=O)c2ccco2)CC1,-1.2,-0.75,i
CCCCCOc1ccc(NS(C)(=O)=O)cc1,-1.3,-1.4,i
CCOC(=O)c1ccc(NC(=O)C2CC(=O)N=C(N)S2)cc1 (configuration not stated),-1.4,-0.24,i
COc1cc(C#N)c(NC(=O)CN2CCC(C(N)=O)CC2)cc1OC,-0.4,2.5,i
CCN(CC)CCNc1ccc2nnc(CCNS(=O)(=O)c3ccc(C)cc3)n2n1,0.9,0.54,i
CCN(CC)c1ccc([N+](=O)[O-])cc1C(=O)O,-1.5,0.88,i
Cc1ccc(NC(=O)CSc2ncnc3ccccc23)cc1S(=O)(=O)N1CCCCCC1,.,1.4,i
O=C(O)c1c(NC(=O)N2CCOCC2)sc2c1CCCC2,-1.1,-0.08,i
Cc1cc(C)c(S(=O)(=O)Nc2ncccc2C)c(C)c1,0.6,0.65,i
CC(=O)C1=C(Nc2ccccc2)CC(C)(O)C(C(C)=O)C1c1ccccc1 (configuration not stated),-4.0,1.2,i
CN(C)S(=O)(=O)c1ccc(C(=O)NCc2nnc(SCC(=O)N3CCCCCC3)o2)cc1,-1.1,0,i
CC(=O)c1cccc(NC(=O)Cn2cnc(S(=O)(=O)N3CCC(C)CC3)c2)c1,-2.3,-1.5,i
COc1ccc(/C=N/OCC(=O)NCc2cccs2)c(OC)c1,-0.7,0.31,i
CC(=O)c1cccc(NC(=O)c2cc(S(=O)(=O)N3CCOCC3)cs2)c1,-0.6,1.6,i
O=C1CCCC/C1=C\Nc1ccc(S(=O)(=O)Nc2cnc3ccccc3n2)cc1,0.2,1.8,i
CCCC(=O)C1=C(O)C(C(=O)OC)C(C)(C)CC1=NC (configuration not stated),-1.8,-0.04,i
Cc1ccc(O)c(C(=O)c2cc(C#N)c3nc4ccccc4n3c2)c1,-0.5,0.1,i
O=C(Nc1ccc2oc(-c3ccccc3)nc2c1)c1cccnc1,-0.4,1.3,i
O=C(NCc1cccnc1)c1ccc(NC(=O)c2ccco2)cc1,0.7,-0.07,i
Cc1cc(OCC(=O)N2CCC(O)CC2)c2c(C)cc(=O)oc2c1,0.2,-0.29,i
CCOC(=O)N1CCN(S(=O)(=O)c2ccc3c(c2)SCC(=O)N3)CC1,-2.2,0.33,i
COc1ccc(-c2n[nH]c3c2CN(C(=O)c2ccccc2)CC3)cc1,2.2,1.2,i
Cc1ccc(Nc2nnc(SCC(=O)Nc3ncc(S(=O)(=O)c4ccc([N+](=O)[O-])cc4)s3)s2)cc1,0.5,-0.68,i
CCOC(=O)c1cnc2c(c(C)nn2C)c1Oc1ccc(Cl)cc1,0.0,-0.31,i
N/C(=N\OC(=O)c1ccc(F)cc1)c1cccc([N+](=O)[O-])c1,0.8,0.92,i
COc1ccc(-c2ncccc2OC(=O)C23CC4CC(CC(C4)C2)C3)cc1OC,-1.6,0.13,i
COC(=O)c1c(NC(=O)c2cccc([N+](=O)[O-])c2)sc(C(N)=O)c1C,0.3,-0.2,i
COc1ccc(N2CCN(S(=O)(=O)CCNC(=O)COc3ccccc3)CC2)cc1,0.2,-0.75,i
O=C1COc2ccc(S(=O)(=O)CCC(=O)N3CCN(c4cccc(C(F)(F)F)c4)CC3)cc2N1,0.1,2.6,i
O=S(=O)(c1cc(F)ccc1F)N1CCN(C2CCCCC2)CC1,-0.6,-0.42,i
O=C(CN1C(=O)NC2(CCCC2)C1=O)Nc1cccc(-c2nnc3n2CCCCC3)c1,0.4,-1.2,i
Cc1cc(C)cc(N(C(=O)c2ccc(Br)o2)C2C=CS(=O)(=O)C2)c1 (configuration not stated),0.7,0.91,i
Cc1cc(C)c(S(=O)(=O)c2c(C)cccc2C)c(OCC(C)C)n1,-1.2,1.7,i
Cc1ccc(OCCN2C(=O)c3ccccc3C2=O)c(C)c1,0.4,0.26,i
Cc1cc(Br)ccc1NC(=S)NC1CCCC1,-3.9,-0.53,i
COc1ccccc1CN1CC(C(=O)NCCN(C)CCc2ccccc2)CCC1=O (configuration not stated),-0.8,0.11,i
CC1(C)c2[nH]c3ccccc3c2C[C@@H]2C(=O)N(Cc3ccccc3F)C(=O)N21,0.0,-0.01,i
O=C(c1ccc(S(=O)(=O)Nc2ccccc2)cc1)N1CCCC1,-2.9,0.04,i
COC(=O)c1ccc(Cn2nc(-c3ccc(C)c(C)c3)ccc2=O)cc1,0.6,0.16,i
CCOC(=O)Cc1csc(SCC(=O)NC2CCCC(C)C2C)n1 (configuration not stated),0.7,-3.9,i

# Record cards (already shown). Values in the order: STK33 kinase inh | Kir21 inh | KCNQ2 block
# `O=C(Nc1cccnc1)c1coc(=O)c2ccccc12` in the list: -0.3 | 0.81 | i
# `COc1ccc(N2CCN(S(=O)(=O)CCNC(=O)COc3ccccc3)CC2)cc1` in the list: 0.2 | -0.75 | i
# `CC(=O)O[C@H]1c2ccccc2-c2ccccc2[C@@H]1OC(C)=O` in the list: 0.3 | -0.56 | i
# `CCOC(=O)c1ccc(NC(=O)C2CC(=O)N=C(N)S2)cc1` (configuration not stated) in the list: -1.4 | -0.24 | i
# `CCCOc1ccc([N+](=O)[O-])c(N)c1` in the list: -1.3 | 0.62 | i

# (further entries)
SMILES,STK33 kinase inh,Kir21 inh,KCNQ2 block
O=C(Nc1ccc(Oc2cccnc2)cc1)C1CCN(Cc2ccccc2)CC1,-0.9,-3.5,i
CCCC1(C(=O)OCC)NC(c2ccc(O)cc2)C2C(=O)N(c3ccc4c(c3)OCCO4)C(=O)C21 (configuration not stated),-0.2,1.7,i
O=C(COC(=O)CSc1ccc([N+](=O)[O-])cc1)NCCc1ccccc1,-1.0,-2.2,i
CCOC(=O)c1sc(/N=C/N(C)C)c(C(=O)OCC)c1C,-2.1,-0.08,i
Cc1cc(-c2ccc(C(C)C)c(S(=O)(=O)N3CCOc4ccccc43)c2)on1,-1.0,0.83,i
O=C(CCN1C(=O)c2ccccc2C1=O)C1=NN[C@@H]2C(=O)N(c3cccc(Cl)c3)C(=O)[C@H]12,-0.2,-1.2,i
Cc1ccc(F)cc1NC(=O)N1c2ccccc2NC(=O)CC1C (configuration not stated),-2.0,0.67,i
O=c1c2cc(Br)ccc2nc(-c2ccc(Cl)cc2)n1O,-0.4,-1.7,i
CCOC(=O)C1CCCCN1Cc1ccc(-c2ccccc2)cc1 (configuration not stated),-1.5,-0.9,i
O=[N+]([O-])c1cc(Br)cc(/C=N/n2cnnc2)c1O,.,0.92,i
Cc1ccc(NC(=S)NCCC2=CCCCC2)cc1,-0.3,-1.3,i
CC(NC(=O)c1cccs1)C(c1cccs1)N1CCN(c2ccccc2)CC1 (configuration not stated),-0.5,1.2,i
Cc1cnc(NC(=O)c2cc3c(s2)CCCC3)s1,12,-0.01,i
C=C(C)Cn1c(-c2ccc(OC)cc2)nc2ccccc21,-1.0,-1.9,i
O=C(Cc1ccc([N+](=O)[O-])cc1)NCc1ccc2c(c1)OCO2,-0.8,-1,i
O=C(CCCN1C(=O)c2ccccc2C1=O)N1CCCCC1,-25,-0.05,i
CC(C)(C)c1ccc(CN2N=C(/C=C/c3ccccc3)CCC2=O)cc1,-1.4,0.11,i
COc1ccc(C(=O)COc2ccc3ccc(=O)oc3c2)cc1,-2.0,0.07,i
N#Cc1c(NC(=O)CSc2ncccn2)oc(-c2ccccc2)c1-c1ccccc1,-0.3,-1.3,i
O=C(CNC(=O)c1ccc(Cl)cc1Cl)OCc1nc2ccccc2s1,-1.7,-1.8,i
C[C@@H](O)C1NC(=O)[C@H](CCCCN)NC(=O)c2cc([N+](=O)[O-])cc(F)c2NCCCC[C@@H](C(N)=O)NC1=O (some centres not stated),-2.2,-0.05,i
Cn1cc(SCC(=O)O)c2ccccc21,0.5,-0.84,i
CC1(C)COCN1C(=O)c1ccc(Cl)c(Cl)c1,-2.8,0.62,i
CCC(=O)n1nc(-c2cccnc2)nc1NCc1ccc(F)cc1,-0.2,-0.6,i
NC(=O)CC(NC(=O)c1cccc(Br)c1)c1ccc(NCC2CC2)c([N+](=O)[O-])c1 (configuration not stated),-0.1,0.1,i
Cc1cc(C)c2c(c1)cc(C)c1nnc(SCC(=O)Nc3ccccc3N3CCOCC3)n12,-1.7,-0.38,i
O=C(O)CC(Cn1[nH]nnc1=S)c1ccccc1 (configuration not stated),-1.9,1.5,i
CC(C)(O)C#Cc1ccc(C(=O)NC(CCCNC(N)=O)C(=O)O)s1 (configuration not stated),-1.2,0.39,i
S=C(Nc1ccccc1)N(Cc1ccccc1)Cc1ccncc1,-2.3,-0.14,i
CC(C)Cc1nnc(NC(=O)CCC(=O)N2CCC(C)CC2)s1,-0.9,-1.1,i
COCC(C)N=C1SCCN1Cc1ccccc1 (configuration not stated),-0.6,-0.51,i
CNc1nc(N)c([N+](=O)[O-])c(NCc2ccccc2)n1,0.0,-0.79,i
CSc1nsc(SCc2cnc(C)nc2N)n1,0.3,1.7,i
Cc1ccc2c(C)c(C(=O)N(Cc3cccs3)C3CCS(=O)(=O)C3)oc2c1 (configuration not stated),0.2,0.57,i
CCOc1ccccc1-n1c(SCC(N)=O)nc2ccccc2c1=O,1.2,1.3,i
O=C(NCCCN1CCOCC1)c1cc(-c2ccc(Br)cc2)on1,-1.9,0.55,i
CCC(C)Sc1ccc(-c2nc3ccc(C)cn3c2NC2CCCCC2)cc1 (configuration not stated),-1.4,0.18,i
COCCn1c(C)cc(C(=O)COC(=O)c2ccc3c(c2)NC(=O)CS3)c1C,-1.1,0.99,i
Nc1cnn(C2CCCO2)c(=O)n1 (configuration not stated),0.6,-0.05,i
Cc1cccc(C(=O)OCC(=O)Nc2ccc(N3CCCCC3)cc2)c1O,-0.9,-0.11,i
Cn1c(SCC(=O)N2CCN(c3ccccc3)CC2)nnc1-c1c[nH]c2ccccc12,0.3,1.7,i
COC(=O)Cc1ccc2oc(-c3cccnc3)nc2c1,0.5,0.86,i
O=c1ccc(=O)n2n1CC(O)C2,-2.0,-2,i
COc1ccc(NC(=O)Nc2ccc3nonc3c2)cc1,-1.6,-0.31,i
Cn1c(SCc2ccccc2)nc2ccsc2c1=O,-1.4,-1.2,i
COc1ccccc1OCC(=O)OC/C(O)=C(\C#N)c1nc2ccccc2[nH]1,-0.8,-0.83,i
COc1cc(OC)c(C(=O)NCC2CCCO2)cc1OC (configuration not stated),-0.5,2.4,i
Cc1csc2nc(O)c(C(=O)NC3CCCCCC3)c(=O)n12,1.1,-0.44,i
CCOC(=O)c1ccc(N2C(=O)CC(NC3CCN(C(=O)c4cccc(Cl)c4)CC3)C2=O)cc1 (configuration not stated),-1.0,-0.05,i
Cc1ccc(N(Cc2ccccc2)C(=O)c2cc(S(=O)(=O)N3CCOCC3)ccc2C)cc1,-0.8,-0.32,i
CC(=O)/C(N=Nc1ccc(SC(F)F)cc1)=C(\C)O,0.4,-2.1,i
